SRC2 inh – inhibition of GAL4-SRC2 driven luciferase reporter, primary screen, SRC2 inhibitor project, cell-based, luminescence. hit rate 0.17% among 370,000. HEK293 GAL4-SRC2 luciferase reporter. Nuclear receptor coactivator 2 (Homo sapiens), Q15596. inhibition, % at 9 µM;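 active = inhibition above the mean inhibition of all tested compounds plus 3 SD, set per campaign, cut at about 52% in these data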;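 note: 0% = DMSO treated cells and 100% = cells given Gossypol at 36 µM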
ABHD5 PLIN5 PPI – ABHD5-PLIN5 interaction inhibitors, primary screen, cell lysate, split luciferase complementation, luminescence | Perilipin-5 (Homo sapiens) + 1-acylglycerol-3-phosphate O-acyltransferase ABHD5 (Homo … | Split G. princeps luciferase complementation, 4 h | inhibition, % at 4 µM | hit rate 0.78% among 360,000 | AID 602281, 2012;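 active = inhibition above the mean inhibition across every tested compound plus 3 SD, cut at about 22% in these data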;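 note: 0% = DMSO only wells and the 100% control is not disclosed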
Target sequence (Q00G26 whole entry, looked up): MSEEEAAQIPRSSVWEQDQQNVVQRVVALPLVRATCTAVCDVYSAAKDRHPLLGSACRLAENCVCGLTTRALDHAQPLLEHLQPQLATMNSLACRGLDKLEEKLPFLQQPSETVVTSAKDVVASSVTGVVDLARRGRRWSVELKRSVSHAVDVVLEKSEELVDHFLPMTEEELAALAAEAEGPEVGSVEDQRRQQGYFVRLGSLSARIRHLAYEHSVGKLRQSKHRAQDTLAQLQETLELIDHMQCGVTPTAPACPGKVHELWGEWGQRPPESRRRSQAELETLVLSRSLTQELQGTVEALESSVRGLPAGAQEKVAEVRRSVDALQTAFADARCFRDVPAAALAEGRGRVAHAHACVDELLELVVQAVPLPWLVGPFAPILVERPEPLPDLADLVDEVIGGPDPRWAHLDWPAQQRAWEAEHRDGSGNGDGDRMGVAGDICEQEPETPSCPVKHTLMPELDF
Target sequence (Q8WTS1 whole entry, looked up): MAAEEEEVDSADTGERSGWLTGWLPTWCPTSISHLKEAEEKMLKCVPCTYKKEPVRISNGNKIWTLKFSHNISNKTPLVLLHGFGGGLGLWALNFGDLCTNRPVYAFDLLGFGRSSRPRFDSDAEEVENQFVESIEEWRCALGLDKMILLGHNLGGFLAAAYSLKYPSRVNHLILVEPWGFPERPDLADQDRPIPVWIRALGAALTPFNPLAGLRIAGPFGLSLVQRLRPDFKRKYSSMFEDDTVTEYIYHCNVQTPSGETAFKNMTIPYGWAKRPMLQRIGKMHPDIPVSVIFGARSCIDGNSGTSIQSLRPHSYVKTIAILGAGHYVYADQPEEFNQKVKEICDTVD
NR5A2 inv ag – LRH-1 (NR5A2) inverse agonists, primary screen, cell-based, luminescence, HEK293T, StAR-luciferase reporter. LRH-1 transfected, 24 h. inhibition, % at 3.6 µM. hit rate 0.13% among 360,000. Nuclear receptor subfamily 5 group A member 2 (Homo sapiens), O00482;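 active = inhibition above the mean inhibition of all tested compounds plus 3 SD, cut at about 73% in these data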;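 note: 0% = DMSO wells and 100% = reporter-only cells lacking LRH-1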
COUP-TFII inh – NR2F2 transcriptional activity inhibitors, primary screen, cell-based, luciferase reporter, HEK293T, luminescence; COUP transcription factor 2 (Homo sapiens), P24468; HEK293T NGFI-A luciferase reporter; inhibition, % at 8.6 µM; hit rate 0.7% among 370,000; AID 686940, 2013;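 active = inhibition above a per-plate cutoff, mean inhibition of test wells between control levels plus 3 SD, cut at about 38% in these data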;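 note: cells cotransfected with COUP-TFII expression vector driving the NGFI-A reporter; 0% = median of COUP-TF2 test wells and 100% = reporter-only cells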
NCOA3 inh – SRC3 coactivator transcriptional activity inhibitors, primary screen, cell-based, luminescence. inhibition, % at 3.6 µM. Nuclear receptor coactivator 3 (Homo sapiens), Q9Y6Q9. AID 588352, 2011. HEK293 GAL4-SRC3 luciferase reporter. hit rate 0.17% among 360,000;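 active = inhibition above a per-campaign cutoff, the mean of all compounds plus 3 SD, cut at about 60% in these data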;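 note: 0% = DMSO-treated cells and 100% = gossypol-treated cells at 36 µM; higher means less SRC3-driven luciferase light from the GAL4 reporter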
NOD2-RIPK2 inh – NOD2-RIPK2 binding disruptors in cells, primary screen, fluorescence, CHO cells, BLA complementation. hit rate 0.38% among 360,000. inhibition, % at 4.98 µM. CCF4 ratio; in the data active = inhibition above about 21%;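 note: 0% = vehicle only and 100% = reference blocker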
TLR9-MyD88 inh – inhibitors of TLR9-MyD88 association in cells, primary screen, cell-based, CHO, BLA complementation, fluorescence; CCF4 FRET ratio; inhibition, % at 4.98 µM; hit rate 0.21% among 340,000;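 active = inhibition above the mean over all tested compounds plus 3 SD, cut at about 21% in these data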;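 note: 0% = DMSO only wells and 100% = clavulanate BLA inhibitor control wells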
Granule exo inh – LAMP-1 surface exposure blockers, TALL-104 cells – cell-based, flow cytometry, MLPCN library, primary screen | TALL-104 LAMP-1 surface exposure; cells stimulated with thapsigargin and PMA | inhibition, % at 10 µM | hit rate 0.66% among 360,000 | AID 651702, 2012;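 active = inhibition above about 55%, limit read from the data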
TWEAK Fn14 block – inhibitors of TWEAK-Fn14 signaling, primary screen, luciferase reporter cells, uHTS; AID 1159606, 2016; inhibition, % at 10 µM; TWEAK-stimulated Fn14 reporter cells, luciferase luminescence, 8 h; hit rate 2% among 360,000; in the data active = inhibition above about 50%
TROY NFkB inh – inhibitors of TROY-driven NF-kB signaling, primary screen, Q293 LMP1-TROYcd cells, NF-kB luciferase, uHTS; hit rate 0.98% among 360,000; inhibition, % at 10 µM; Q293 LMP1-TROYcd NF-kB luciferase reporter, 4 h;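 active = compounds whose plate-normalised and pattern-corrected inhibition of the luciferase reporter signal at the single screening dose is 50% or more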
NCOA1 inh – SRC1 coactivator transcriptional activity inhibitors, primary screen, cell-based, luminescence. Nuclear receptor coactivator 1 (Homo sapiens), Q15788. HEK293 GAL4-SRC1 luciferase reporter. inhibition, % at 3.6 µM. hit rate 0.12% among 360,000. AID 588354, 2011;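 active = inhibition above the campaign mean plus 3 SD, with each screening campaign given its own cutoff, cut at about 60% in these data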;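 note: 0% = DMSO treated cells and 100% = gossypol at 36 µM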
Starred values were filed as active, the others as inactive; x = no result given. Only part of the results is shown; rates above refer to the full screens.

structure	SRC2 inh	ABHD5 PLIN5 PPI	NR5A2 inv ag	COUP-TFII inh	NCOA3 inh	NOD2-RIPK2 inh	TLR9-MyD88 inh	Granule exo inh	TWEAK Fn14 block	TROY NFkB inh	NCOA1 inh
CCOC(=O)c1c(C)[nH]c(C(=O)OC)c1CCC(=O)OC	-30	5	-2	-1	22	2	3	0	-5	x	7
CCc1ccc(CCC(=O)Nc2ccc(C)c(C)c2)o1	-32	5	-51	-20	-33	-9	3	-3	-14	-37	-24
c1ccc2c(c1)OCc1cn[nH]c1-2	-25	1	5	-10	14	-2	1	0	-1	4	-2
COc1ccc(N2CCN(C(=O)NCc3ccc(C)cc3)CC2)cc1	-17	-4	-4	2	6	-5	-13	1	41	3	-3
CC(C)CC1(C(=O)NCCN2CCOCC2)C=CCN1C(=O)c1ccccc1 (stereo not given)	8	1	24	-4	9	-6	1	26	6	-26	-9
COc1ccccc1NC(=O)NCc1ccco1	16	2	5	2	12	-5	-2	-6	-6	-11	-16
O=C(Nc1ccc(Oc2ccc(Cl)cc2)c(Cl)c1)c1cc(I)cc(I)c1O	-13	0	4	6	-11	-1	-5	9	57*	72*	2
Cc1ccccc1CC(=O)Nc1sc(C(C)C)cc1C(=O)N1CCOCC1	-35	-2	4	-9	4	3	-6	2	-13	2	-13
Cc1sc2ncnc(N)c2c1C	21	1	-2	-4	7	-4	5	-1	-5	4	7
COC(=O)Cn1c2ccc(Cl)cc2c2nc(C)sc21	-15	-4	-8	15	23	-4	-6	1	-4	-6	-12
CC(O)(c1ccc(F)c(F)c1)c1nc(-c2csc3ccccc23)cs1 (stereo not given)	10	-19	2	10	7	3	x	-5	9	-12	-5
Cc1ccc(C(=O)N2CCn3c(C)ccc3C2C)cc1 (stereo not given)	-10	6	5	-4	5	-5	-3	-1	8	-8	6
COC1CC(C)C(OC)c2cc(O)cc(c2O)NC(=O)C(C)=CC=CC(C)C(OC(N)=O)C(C)=CC(C)C1OC (stereo not given)	11	43*	23	-23	55	-4	8	-10	34	1	34
Cc1c(C(=O)OCC(=O)NCCN2C(=O)CSC2=O)oc2c1ccc1ccccc12	-36	4	-4	-7	7	5	-1	-3	-19	-11	9
CCN(CC)S(=O)(=O)c1ccc(C2CNC(=O)C2)cc1 (stereo not given)	21	0	7	-3	6	-9	5	-4	-22	-2	-2
CCCCNC(=O)C1(C)CCC(=O)N1C1CCN(Cc2ccccc2)CC1 (stereo not given)	5	-1	10	-8	14	-16	x	0	4	-5	-6
Cc1ccc(NC(=O)CSc2nc3ccccc3c(=O)n2CCCC(=O)NCCCN2CCOCC2)cc1	-6	8	-6	-9	-4	-4	-4	24	-19	-8	-4
CCO/N=C(/C)c1c(O)c(C)c(-c2ccccc2)n(-c2ccccc2)c1=O	8	-1	9	0	20	-8	5	-3	-4	9	-7
CC(=O)N/C(=C/c1ccccc1)C(=O)N1CCCCC1	-6	4	5	6	13	-6	-7	1	-31	8	-9
COC(=O)c1ccc(-c2sc3nc(N4CCOCC4)c4c(c3c2N)CC(C)(C)OC4)o1	-1	1	10	-5	-38	0	2	-5	9	4	-12
CNC(=O)CSc1nnc(-c2cc(C)cc(C)c2)o1	-2	7	14	-10	-5	-2	-8	14	5	-26	-4
CN1CCC(OC2c3ccccc3CCc3ccccc32)CC1	6	4	13	16	5	-2	6	0	-3	-10	11
CCCCCCCCN1C(=O)[C@H](CC(=O)NCc2ccc(OC)c(OC)c2)C[C@@]2(C(=O)OC)CCCCC=C12	-14	-5	19	9	x	-7	x	-3	37	23	x
COc1ccccc1CNC(=O)c1ccc(-c2ccccc2C(F)(F)F)o1	-25	8	-17	-16	-17	-6	-2	-2	-26	-10	-11
N#Cc1ccc(N2CCN(C(=O)c3cccc(F)c3)CC2)c(F)c1	15	0	-17	13	-15	3	2	20	8	-5	-14
O=C1c2cccc(Cl)c2C(=O)c2c1cccc2N1CCCC1	2	-6	15	12	2	-2	2	-4	3	7	-14
COc1cc(/C=C\C(=O)OCn2nnc3ccccc3c2=O)cc(OC)c1OC	-23	13	29	-46	-32	-14	3	-4	-17	1	1
COc1ccc(OC)c(N2C(=O)c3ccccc3C2c2nnnn2-c2ccc3c(c2)OCCO3)c1 (stereo not given)	-20	0	-14	16	x	-13	x	-6	1	-15	x
O=C1N(c2cccc3ccccc23)C(c2ccccc2)N2CCCN12 (stereo not given)	19	-1	0	-10	1	-10	5	1	26	37	6
CC(/C=C/c1ccc2c(c1)OCO2)=N\NC(=O)C(O)c1ccccc1 (stereo not given)	9	-6	-5	-8	11	-13	6	-5	-49	-32	2
COc1ccc(CC(=O)N2CCc3ccccc3C2)cc1	-18	1	-10	-1	-13	-8	-14	0	-25	-12	-16
COc1cc(C2c3c(-c4cc(C)cc(C)c4O)n[nH]c3C(=O)N2CCCO)cc(OC)c1OC (stereo not given)	-2	2	8	-10	-4	-3	-7	-4	-5	-4	-37
CC(C)CCNC(=O)CCCCn1c(=O)[nH]c2ccsc2c1=O	-8	-8	-3	1	5	0	0	-2	9	-12	2
O=C(CCCc1ccccc1)NCc1ccc(Cl)cc1	-2	-4	20	1	16	4	10	7	-20	-24	7
C=CCNc1nc(C)c(C(C)=O)cc1C#N	-12	-5	24	-7	26	-5	1	1	-7	0	3
Cc1ccccc1Cn1c(=O)n(CC2CCC(C(=O)NCCc3ccccc3)CC2)c(=O)c2ccccc21 (stereo not given)	13	-3	-7	7	-11	1	-16	-3	-46	-24	1
CCOC(=O)CSc1nnc(-c2ccoc2C)n1-c1ccc(C)cc1	12	0	-16	10	-21	-1	5	3	9	-10	-5
CCCCN(C(=O)C1CC(=O)N(c2ccc3c(c2)OCCO3)C1)c1c(N)n(CCC)c(=O)[nH]c1=O (stereo not given)	1	-9	-11	16	-4	0	-1	-5	44	35	5
CN(C(=O)CSc1nnc(-c2ccc3c(c2)OCO3)o1)C1CCS(=O)(=O)C1 (stereo not given)	-31	-3	5	-3	-8	1	-13	4	-11	-5	0
COc1ccc(C(C(=O)NC2CCCCC2)N(Cc2cccs2)C(=O)Cc2c[nH]c3ccccc23)cc1 (stereo not given)	22	-4	7	-7	1	-8	-13	2	65*	30	-15
Cc1onc(-c2ccccc2)c1C(=O)Nc1ccccc1NC(=O)c1c(-c2ccccc2)noc1C	-21	1	5	3	25	-9	-6	0	-14	-12	-30
O=C(O)C[C@H]1c2cc(F)ccc2S(=O)(=O)N1Cc1ccccc1	-12	8	-19	-3	-17	-6	1	-5	6	-9	3
Cc1ccc(SCCNC(=O)c2ccc([N+](=O)[O-])c(C)c2)cc1	-4	-1	5	11	-10	-2	-8	7	-9	0	7
O=c1c(Cl)c(Cl)cnn1Cc1nnc(-c2ccc(Cl)cc2)o1	-73	12	-12	-8	-37	20	20	45	86*	52*	-37
O=C(NC1CCCCC1)C(c1ccccn1)N(C(=O)c1csnn1)c1ccccc1 (stereo not given)	-2	4	-10	15	2	-1	-3	-2	11	-11	1
O=[N+]([O-])c1ccc(CSc2ccccn2)cc1	-28	5	-17	-13	-35	-9	0	0	-23	-12	-19
O=C(CN1C2=NCCCN2c2ccccc21)c1ccc(Cl)cc1Cl	19	1	10	3	21	2	-8	-5	2	11	-14
CCC(C)C(=O)Nc1cc(Cl)ccc1C(=O)O (stereo not given)	-18	-3	8	32	9	-2	6	0	-3	-6	5
Cc1ccccc1CS(=O)(=O)CCC(=O)NCCCN1CCOCC1	15	-4	19	-11	18	-4	7	-4	-8	15	-1
Cc1ccc(S(=O)(=O)Nc2ccc3c(c2)C(=O)N([C@@H](C)CO)C[C@@H](C)[C@@H](CN(C)C(=O)NC2CCCCC2)OCCCC[C@H](C)O3)cc1	-24	5	7	-1	5	-1	x	0	7	1	5
CCOC(=O)c1c(C)n(C)c2ccc(OCC(O)Cn3c(C)nc4ccccc43)cc12 (stereo not given)	22	4	6	19	-3	-3	-12	5	32	33	2
C=Cn1nc(C)c2ccccc2c1=O	9	-1	14	-1	-34	-5	-10	1	1	-3	1
CCC(Oc1cccc(Cl)c1)C(=O)N1CCCN(C)CC1 (stereo not given)	-6	-2	22	2	16	-1	1	-5	-2	0	0
CCCN(CCC)CCNC(=O)CS(=O)Cc1nc(-c2ccc(C)cc2)oc1C (stereo not given)	-4	3	-16	0	-10	-3	-9	22	-3	6	-25
CCOP(=O)(OCC)C(NCc1ccccc1)c1ccc(Br)cc1 (stereo not given)	-22	-2	16	7	1	-5	7	-3	-12	4	0
O=C(c1cc(-c2ccc(F)cc2)on1)N1CCN(c2ccc(F)cc2)CC1	-4	3	-1	-14	8	-4	4	-2	4	1	13
Cc1cc(Cl)ccc1NC(=S)Nc1cccnc1	-25	7	-2	11	3	-5	0	3	-9	-29	-25
Cc1cc(NC(=O)c2noc3c2CCCC3)no1	-49	-6	-25	-33	-13	4	11	11	-7	-3	-83
CCNC(=O)c1cc2c(=O)n3cccc(C)c3nc2n(Cc2ccc(C)cc2)c1=N	-7	11	6	-10	8	-6	-6	21	-4	-5	4
O=S(=O)(c1ccc(F)c(F)c1)N1CCCCCCC1	-16	-6	1	-4	0	8	2	7	-14	-7	-4

Next section:
structure	SRC2 inh	ABHD5 PLIN5 PPI	NR5A2 inv ag	COUP-TFII inh	NCOA3 inh	NOD2-RIPK2 inh	TLR9-MyD88 inh	Granule exo inh	TWEAK Fn14 block	TROY NFkB inh	NCOA1 inh
CC(C)(C)OC(=O)N1CCN(C(=O)c2[nH]cnc2C(=O)NCc2ccccc2)CC1	-27	6	11	2	5	0	0	4	-13	7	-7
O=C(O)c1oc2ccccc2c1-n1cccc1	-25	0	6	-10	-6	5	6	4	-4	2	3
Cc1ccc(S(=O)(=O)Nc2ccc3c(c2)C(=O)N([C@H](C)CO)C[C@@H](C)[C@@H](CN(C)C(=O)Nc2cccc4ccccc24)O3)cc1	-1	-3	-18	-10	3	-60	-11	-4	36	31	-9
COCCCNC(=O)C[C@H]1C[C@H](C(=O)N2CCOCC2)[C@@]2(C)c3[nH]c4ccc(Cl)cc4c3CCN2C1=O	-27	-5	-9	-8	-6	-9	-10	-3	27	0	-11

Compound activity (PubChem BioAssay)
